High-throughput results as filed in PubChem BioAssay.
14-3-3g Raf = modulators of 14-3-3 gamma protein binding, primary screen, biochemical, fluorescence polarization | 160,000 compounds, 0.19% hits | FP, 14-3-3gamma / TMR-pS259-Raf peptide binding | inhibition, % at 40 µM; in the data active = inhibition above about 30%;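 note: 0% = protein plus tracer without compound and 100% = blank with tracer alone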
Target sequence (P61981 whole entry, looked up): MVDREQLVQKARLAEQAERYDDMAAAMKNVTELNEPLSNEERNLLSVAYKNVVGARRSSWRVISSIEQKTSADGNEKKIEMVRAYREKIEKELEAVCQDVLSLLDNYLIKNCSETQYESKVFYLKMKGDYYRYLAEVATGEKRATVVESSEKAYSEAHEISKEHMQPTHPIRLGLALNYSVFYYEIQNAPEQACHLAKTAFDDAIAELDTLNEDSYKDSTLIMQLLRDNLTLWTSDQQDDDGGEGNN
An asterisk follows results filed as active; & = joins results of further samples.

14-3-3g Raf	structure
-5.3	CC(C)CCNC(=O)CNC(=O)c1cccs1
-4.1	CCCC1(C(=O)O)NC(c2ccccc2O)C2C(=O)N(c3cccc(Cl)c3)C(=O)C21 (stereo unspecified)
-7.0	COc1ccccc1CN(Cc1cc2c(C)ccc(C)c2[nH]c1=O)Cc1nnnn1Cc1ccco1
-2.2	COc1ccc(C(NC(C)=O)c2ccc3cccnc3c2O)c(OC)c1 (stereo unspecified)
4.2	Cc1cc(NS(=O)(=O)c2ccc(NC(=O)CCCC(=O)O)cc2)nc(C)n1
-1.8	COc1cccc(-n2nc(C(=O)Nc3ccc(C)cc3Br)c3ccccc3c2=O)c1
6.5	COCCN(C(=O)CNC(=O)c1cccs1)C(C(=O)NC1CCCCC1)c1ccco1 (stereo unspecified)
-10.1	O=c1c2cccc3c2c(nn1Cc1ccccc1)-c1ccccc1-3
-30.9	Cc1cc(C)cc(NS(=O)(=O)c2ccc3[nH]cc(C(=O)NCCC4=CCCCC4)c(=O)c3c2)c1
-9.7	Cc1c(C(=O)N(C)C2CCCCC2)sc2ncn(Cc3cccc(F)c3)c(=O)c12
-4.0	COc1ccccc1NC(=O)c1c(C)nn(-c2ccccc2)c1Cl
-13.5	O=C(Cn1c[n+](CC(=O)c2ccc(Br)cc2)cn1)c1ccc(Br)cc1
1.8	O=c1oc2cc(OCc3ccccc3Cl)ccc2c2ccccc12
7.0&0.5	O=C(NCCN1CCN(Cc2ccccc2)CC1)C1c2ccccc2C(=O)N2CCc3ccccc3C12 (stereo unspecified)
-34.8	CC1=C(C(=O)Nc2cc(C)ccn2)C(c2cccs2)C2=C(CC(C)(C)CC2=O)N1 (stereo unspecified)
0.5&-0.4	CCOC(=O)C1CCN(C(=O)Nc2ccc(Cl)cc2)CC1
-5.2	Cn1c(SCc2ccccc2)nc2c([nH]c3ccccc32)c1=O
-3.1	Cc1sc2ncn(CC(=O)NCCCN3CCOCC3)c(=O)c2c1S(=O)(=O)N1CC(C)CC(C)C1 (stereo unspecified)
0.2	COc1ccc(/C(O)=C2\C(=O)C(=O)N(CCN(C)C)C2c2ccc(C(C)C)cc2)cc1 (stereo unspecified)
-2.4	Cc1ccc(C(=O)CSc2nc3ccccc3[nH]2)cc1
-5.1	O=C(CCC1CCCC1)N1CCN(C(=O)c2cccs2)CC1
-19.3	COc1ccc2nc3oc(C(=O)Nc4ccc(OC)c(Cl)c4)cc3cc2c1
2.7	Cc1ccc2c(c1)N(CC(=O)N1CCCc3ccccc31)C(=O)CO2
-1.3	CCc1cc2c(=O)n(-c3ccccc3)cnc2s1
7.1	CCOc1ccccc1N(C)C(=O)Cc1c(C(=O)O)[nH]c2ccccc12
4.5	COc1ccc(C2C=C(c3ccc(OC(F)F)cc3)Nc3ncnn32)cc1 (stereo unspecified)
-10.5	CCn1ccc(=N)cc1
-2.2	COC(=O)c1ccc(CSc2nc3ccccc3o2)cc1
-10.6	O=C1CCCN1CCCn1cnc2c([nH]c3ccc(F)cc32)c1=O
-8.1	C=CCn1c(=S)[nH]c2cc(C(=O)Nc3ccc(OC)c(OC)c3)ccc2c1=O
2.8	COC(=O)C(CC(C)C)NC(=O)CSc1nnc(N)s1 (stereo unspecified)
-15.3	COc1ccc(-n2nnnc2SCC(=O)Nc2ccc3c(c2)OCCO3)c(OC)c1
-1.6	COC(=O)C1=C(C)NC2=C(C(=O)CC(c3ccc(OC)c(OC)c3)C2)C1c1ccc(F)cc1 (stereo unspecified)
2.0	COC(=O)c1sc(N)c(C(=O)OC)c1CSc1nnnn1C
-29.3	COc1ccc(N=Cc2cc(C)cc(I)c2O)cc1
1.8	Cn1c(=O)c2[nH]cnc2n(-c2ccccc2)c1=O
-8.4	O=S(=O)(Nc1ccccn1)c1cccs1
-4.3	CC(CCc1ccccc1)NC(=O)c1cc(-c2ccccn2)nc2ccccc12 (stereo unspecified)
-138.7	COc1ccccc1OCCn1cc(C(=S)N2CCCC2)c2ccccc21
-2.0	COCCN(C(=O)CNC(=O)c1ccco1)C(C(=O)NC1CCCCC1)c1cccc(OC)c1 (stereo unspecified)
-12.5	O=C1C(=O)N(Cc2ccc(F)cc2)c2ccc(Br)cc21
1.4	CCOC(=O)C1C(=O)C=C(c2ccc(F)cc2)CC1c1ccc(CC)cc1 (stereo unspecified)
-9.0	CC1C=CCC2C(=O)N(c3ccc(C(=O)OCC(=O)c4ccc(Cl)cc4)cc3)C(=O)C12 (stereo unspecified)
7.5	CC1(C)CC(=O)C=C(NCc2ccncc2)C1
0.0	O=C(CN1C(=O)c2ccccc2C1=O)N1CCN(CCN2C(=O)c3cccc4cccc(c34)C2=O)CC1
3.1	CCOc1ccc(NC(=O)CSc2cc(=O)n(C)c3cc(Cl)ccc23)cc1
-31.1	Cc1c2occ(-c3ccc(F)cc3)c2cc2c1oc(=O)c1ccccc12
-9.3	COc1cc(-c2nc3cnccn3c2NC2CCCC2)ccc1O
1.4	CCOc1ccc(-c2nnc(Nc3ccc(O)cc3)c3ccccc23)cc1
-6.3	Cc1ccc(CNC(=O)CSc2ncccn2)cc1
-0.8	CC(C)Cc1cc(C(=O)Nc2sc3c(c2C#N)CCCC3)no1
-7.5	Cc1nn(CCCNC(=O)C2CCCO2)cc1Br (stereo unspecified)
3.5	COc1ccc(-n2c(-c3cc(OC)c(OC)c(OC)c3)n[nH]c2=S)cc1
-1.5	CN(C)CCNC(=O)c1cc2ccccc2oc1=O
-6.2	Cc1ccccc1C(=O)Nc1cccc(Oc2ccc3c(c2)C(=O)N(c2ccccc2)C3=O)c1
0.8	Fc1ccc([C@@H]2CCNC[C@H]2COc2ccc3c(c2)OCO3)cc1
-0.7	COc1ccc(OC)c(Nc2ncnc3c2cnn3-c2ccccc2)c1
2.7	COc1ccc2nc(NC(=O)C3CCCN(S(=O)(=O)c4c(C)noc4C)C3)sc2c1 (stereo unspecified)
4.5	COc1ccc(C)cc1S(=O)(=O)N(C)CC(=O)NC1CCCCC1
-9.7	CCCCOC(=O)c1c(N)n(-c2ccc(OCC)cc2)c2nc3ccccc3nc12

Next structures
14-3-3g Raf	structure
-2.9	COc1ccc(-c2nnc(SCCc3ccccc3)n2N)cc1
-1.6	CCN(CCNC(=O)CN1CCN(Cc2ccc(Cl)cc2)C1=O)c1ccccc1
0.2	Nc1nc(Cl)nc2c1ncn2[C@@H]1O[C@H](CO)[C@@H](O)[C@H]1O
5.7	COc1cc(C(=O)N2CCN(c3ccccc3)CC2)c([N+](=O)[O-])cc1OC
4.2	O=C1CCC(c2ccc3ccccc3c2)O1 (stereo unspecified)
-5.1	CCOc1ccc(NC(=O)CCN2C(=S)NC(C)(C)CC2C)cc1 (stereo unspecified)
-6.9	Cc1cc(Nc2ccc(F)c(Cl)c2)n2ncnc2n1
-3.7	COc1ccc(CCNC(=O)CC2Nc3ccccc3NC2=O)cc1OC (stereo unspecified)
3.2	O=C(c1cccc(C(=O)N2CCN(c3ccccc3F)CC2)c1)N1CCN(c2ccccc2F)CC1
-5.3	CCOc1ccc(NCC(O)Cn2c3ccc(Cl)cc3c3cc(Cl)ccc32)cc1 (stereo unspecified)
-5.4	COc1ccc(S(=O)(=O)Nc2cc(C)ccc2OC)cc1C
-2.8	Cc1ccc(-c2ccc(=O)n(CC(=O)NCCCN3CCOCC3)n2)cc1
-2.8	CN(C)S(=O)(=O)c1cccc(C(=O)NCC2CCCO2)c1 (stereo unspecified)
4.0	Cc1ccc(N2C(=O)CN(Cc3cccs3)C2=S)cc1Cl
-9.3	COc1ccc(C2NC(=O)NC(C)=C2C(=O)OCCSc2ccccc2)cc1 (stereo unspecified)
2.5&-1.1	COCCOC(=O)C1=C(C)NC2=C(C(=O)CCC2)C1c1cc2c(cc1Br)OCO2 (stereo unspecified)
0.1	CC(C)CNC(=O)CN1C(=O)c2ccccc2C1=O
-2.2	COCCCNC(=O)c1cc(=O)[nH]c2ccc(S(=O)(=O)N3CCCCCC3)cc12
-4.6	COc1ccccc1COc1ccc2c(C)c(CCC(=O)O)c(=O)oc2c1
4.3	C=CCn1c(SCC(=O)N2CCc3ccccc32)nc2ccccc2c1=O
-5.1	CC1=C(C(=O)OC2CCCCC2)C(c2cccc(Cl)c2)n2nnnc2N1 (stereo unspecified)
-0.5	CCOC(=O)c1cc2sc(C)cc2n1CC(=O)N1CCN(C(=O)c2ccco2)CC1
-6.8	Cc1cc(C)c2ccc(C=Cc3ccccc3[N+](=O)[O-])nc2c1O
-11.8	CCCCNC(=O)Nc1ccccc1C(=O)NCc1ccco1
-0.9	Cc1cccc(OCCCC(=O)Nc2ccc(S(=O)(=O)Nc3onc(C)c3C)cc2)c1
3.6	Clc1ccc(-c2csc3c4ncnc-4ncn23)cc1
-6.3	Cc1nc(CN2CCCC2=NC#N)n(-c2ccccc2)n1
-3.5	Fc1ccc(C=Nc2c(-c3ccc(F)cc3)nc3n2CCS3)cc1
3.2	CCOC(=O)Cc1ccc(N(Cc2ccccc2Cl)S(=O)(=O)c2ccc(Br)cc2)cc1
-6.1	COc1ccc(C(=O)Oc2ccc(Cl)c3cccnc23)cc1OC
7.1	Cc1c(Br)c([N+](=O)[O-])nn1CC(=O)Nc1ccc(C(F)(F)F)cc1[N+](=O)[O-]
-191.3	CCOC(=O)c1cc([N+](=O)[O-])sc1NC(=O)c1ccc(S(=O)(=O)N2CC3(C)CC2CC(C)(C)C3)cc1 (stereo unspecified)
-2.6	O=C(CN(Cc1ccc(Br)cc1)S(=O)(=O)c1ccccc1)Nc1ccccc1F
-27.7	Cc1nnc(NC(=O)Cc2cccs2)s1
-9.6	Cc1ccc(S(=O)(=O)Nc2cc(C(C(=O)OC(C)C)C(=O)C(F)(F)F)c(O)c3ccccc23)cc1 (stereo unspecified)
-20.9	O=C(Nc1nc(-c2cc([N+](=O)[O-])cs2)cs1)c1ccc(S(=O)(=O)N2CCCC2)cc1

Another view of six compounds above.
Molecule | 14-3-3g Raf
Clc1ccc(-c2csc3c4ncnc-4ncn23)cc1 | 3.6
O=C(CN(Cc1ccc(Br)cc1)S(=O)(=O)c1ccccc1)Nc1ccccc1F | -2.6
Cc1ccc(S(=O)(=O)Nc2cc(C(C(=O)OC(C)C)C(=O)C(F)(F)F)c(O)c3ccccc23)cc1 (stereo unspecified) | -9.6
COc1ccc(C(=O)Oc2ccc(Cl)c3cccnc23)cc1OC | -6.1
CCOC(=O)Cc1ccc(N(Cc2ccccc2Cl)S(=O)(=O)c2ccc(Br)cc2)cc1 | 3.2
Cc1cccc(OCCCC(=O)Nc2ccc(S(=O)(=O)Nc3onc(C)c3C)cc2)c1 | -0.9

As a short view, seven of the compounds above:
14-3-3g Raf	structure
-0.9	Cc1cccc(OCCCC(=O)Nc2ccc(S(=O)(=O)Nc3onc(C)c3C)cc2)c1
3.6	Clc1ccc(-c2csc3c4ncnc-4ncn23)cc1
-6.3	Cc1nc(CN2CCCC2=NC#N)n(-c2ccccc2)n1
-3.5	Fc1ccc(C=Nc2c(-c3ccc(F)cc3)nc3n2CCS3)cc1
3.2	CCOC(=O)Cc1ccc(N(Cc2ccccc2Cl)S(=O)(=O)c2ccc(Br)cc2)cc1
-6.1	COc1ccc(C(=O)Oc2ccc(Cl)c3cccnc23)cc1OC
7.1	Cc1c(Br)c([N+](=O)[O-])nn1CC(=O)Nc1ccc(C(F)(F)F)cc1[N+](=O)[O-]

Other compounds.
14-3-3g Raf	structure
-13.0	CCOC(=O)c1ccc2ncc(C(=O)OCC)c(Nc3cc(C)ccc3OC)c2c1
-2.6	COc1cc2c(cc1OC)C(C(=O)NCc1cccnc1)C(c1cccnc1)N(C)C2=O (stereo unspecified)
-28.0	Cc1ccc(NC(=O)c2c(NC(=O)c3ccccc3)sc3c2CCCC3)cc1C
4.3	Cc1ccc(-c2nc3cnccn3c2Nc2ccccc2)o1
-3.8	O=C(Oc1ccc2oc(=O)sc2c1)c1ccccc1
-36.0	COc1ccc2nc(NC(=O)COC(=O)CN3C(=O)c4ccccc4C3=O)sc2c1
-2.0	CC(c1ccccc1)C1CC(=O)N(c2ccc(C(=O)O)cc2)C1=O (stereo unspecified)
0.8	COc1cccc(C(=O)CSc2nnc(-c3cc(OC)cc(OC)c3)o2)c1
-5.4	Cc1cc(C)n(C(=O)CSc2nnc(SCC(=O)n3nc(C)cc3C)s2)n1
-6.9	COc1cc(-c2nnc(SCC(=O)N3CCCc4ccccc43)o2)cc(OC)c1OC
-20.6	Cc1ccccc1C(=O)OCCN1C(=O)c2cccc3c(N4CCCCC4)ccc(c23)C1=O
4.2	CC1(C)CC2(CC(C)(C(=O)CSc3n[nH]c(-c4ccccc4Cl)n3)OC2=O)C(=O)O1 (stereo unspecified)
0.0	CCCCNC(=O)c1c(C)cc(Cl)nc1Cl
-19.8	Nc1c(N2CCCC2)cc(Cl)c2nonc12
-7.0	O=C(NCc1ccco1)c1cc2c(=O)n3ccccc3nc2s1
-3.3	Cc1cc(C)nc(NC(=O)CSc2nccc(C)n2)n1
-6.2	CCSc1nnc2c(n1)OC(c1ccc(OCc3ccccc3)cc1)N(C(C)=O)c1ccccc1-2 (stereo unspecified)
-8.9	O=C(Nc1nc2ccccc2s1)C1c2ccccc2C(=O)N2CCc3ccccc3C12 (stereo unspecified)
-0.8	COc1ccc(-c2cc(C(=O)N3CCc4ccccc4C3)no2)cc1OC
-1.4	CCc1ccc(C2N(c3ccc(OC)cc3)C(=O)C3CCCN32)cc1 (stereo unspecified)
-46.9	CCCCOc1cccc(C(=O)Nc2ccc3oc(-c4ccncc4)nc3c2)c1
-5.0	O=C(CCCSc1nc2ccccc2[nH]1)Nc1nnc(-c2ccccc2)o1
-1.9	N#Cc1c(NC(=O)CN2CCOCC2)oc(-c2ccccc2)c1-c1ccccc1

Grouped by structure: the compounds so far with a CF3 group
14-3-3g Raf	structure
7.1	Cc1c(Br)c([N+](=O)[O-])nn1CC(=O)Nc1ccc(C(F)(F)F)cc1[N+](=O)[O-]
-9.6	Cc1ccc(S(=O)(=O)Nc2cc(C(C(=O)OC(C)C)C(=O)C(F)(F)F)c(O)c3ccccc23)cc1 (stereo unspecified)

An excerpt. The share of hits here may be higher or lower than overall.
